Screening results from PubChem BioAssay.
Apoferritin bind: candidate novel general anesthetic via apoferritin binding. Potency, µM (doses to about 77.5 µM), without a hit: at the highest dose activity change, negative = displacement, actives largely listed as inhibitors. hit rate 0.074% among 350,000. apoferritin/1-aminoanthracene competitive binding, fluorescence. AID 485281; further: potency means the concentration at half of the fitted maximal effect; on the % scale 0 is the no-effect control and ±100 the full control effect; nearly all actives have a fitted effect of over 20% in size
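Probe: 1-aminoanthracene (50% saturated, PBS). Protein: horse-spleen apoferritin, 10 uM. Incubation: 10 min, room temperature. Detection: 380 nm excitation, 535 nm emission. Analysis: normalized response, four-parameter Hill.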
POLH inh: DNA polymerase eta (human) inhibition; Q9Y253; recombinant Pol eta, fluorescent DNA replication assay; Potency, µM (titrated, usually from 114 µM), for inactives: at the highest dose activity change, negative = inhibition, hits mostly inhibitors; hit rate 1.2% among 390,000; further: potency means the concentration at half of the fitted maximal effect; on the % scale 0 is the no-effect control and ±100 the full control effect
Target sequence (Q9Y253 whole entry, looked up): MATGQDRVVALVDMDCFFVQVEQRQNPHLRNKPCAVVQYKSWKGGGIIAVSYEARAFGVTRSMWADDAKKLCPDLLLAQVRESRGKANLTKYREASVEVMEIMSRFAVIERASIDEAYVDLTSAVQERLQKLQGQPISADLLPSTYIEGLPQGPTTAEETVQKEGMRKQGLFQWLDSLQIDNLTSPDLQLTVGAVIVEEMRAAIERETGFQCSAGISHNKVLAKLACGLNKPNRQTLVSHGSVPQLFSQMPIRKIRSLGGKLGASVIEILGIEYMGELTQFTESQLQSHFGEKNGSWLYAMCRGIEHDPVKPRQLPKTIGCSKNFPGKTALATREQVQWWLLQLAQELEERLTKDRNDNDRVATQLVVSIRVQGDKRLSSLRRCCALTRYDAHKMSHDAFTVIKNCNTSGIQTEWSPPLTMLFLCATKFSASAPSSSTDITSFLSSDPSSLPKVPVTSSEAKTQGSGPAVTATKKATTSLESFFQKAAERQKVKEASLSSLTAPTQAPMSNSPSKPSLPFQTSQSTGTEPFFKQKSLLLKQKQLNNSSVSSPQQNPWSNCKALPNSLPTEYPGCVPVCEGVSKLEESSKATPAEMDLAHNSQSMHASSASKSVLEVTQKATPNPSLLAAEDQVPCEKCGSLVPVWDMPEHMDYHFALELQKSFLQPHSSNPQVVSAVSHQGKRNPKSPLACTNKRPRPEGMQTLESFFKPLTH
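Pol eta at 10 nM preincubated with compounds 15 min at room temperature; reaction started with fluorescent substrate (50 nM final) and read kinetically at 0 and 10 min.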
Pol iota inh: blocks human DNA polymerase iota activity | Q9UNA4 | Pol iota fluorescent replication assay, 10 min | Potency, µM (top dose mostly 115 µM), for the others: at the top dose activity, negative = inhibition, actives largely listed as inhibitors | hit rate 1% among 390,000 | AID 588590; further: potency means the concentration at half of the fitted maximal effect
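Fluorescent replication assay read twice, at 0 min and 10 min after adding 50 nM (final) substrate. Enzyme (10 nM) and compounds were first incubated 15 min at room temperature; enzyme-free buffer wells were negative controls.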
APE1 inh: APE1 (human) endonuclease inhibition; recombinant APE1, TAMRA/BHQ-2 abasic DNA cleavage fluorescence; Potency, µM (series often up to 65.8 µM), inactives show at the top dose activity change, negative = inhibition, usual class: inhibitors; hit rate 0.35% among 350,000; AID 2517;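 further: potency means the concentration at half of the fitted maximal effect; plate controls were vehicle for no effect and reference inhibitor for full effect; nearly all actives have a fitted effect of over 55% in size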
Target sequence (P27695 whole entry, looked up): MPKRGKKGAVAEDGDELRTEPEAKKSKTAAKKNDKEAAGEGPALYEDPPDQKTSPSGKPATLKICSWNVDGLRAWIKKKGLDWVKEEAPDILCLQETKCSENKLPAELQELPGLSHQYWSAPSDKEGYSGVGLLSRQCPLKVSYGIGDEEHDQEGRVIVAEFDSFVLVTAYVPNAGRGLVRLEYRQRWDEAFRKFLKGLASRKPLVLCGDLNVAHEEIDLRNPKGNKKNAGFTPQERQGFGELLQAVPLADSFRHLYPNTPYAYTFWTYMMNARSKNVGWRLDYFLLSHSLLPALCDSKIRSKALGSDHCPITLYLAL
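Enzyme (0.75 nM final) and test compound are incubated 15 min at room temperature before adding 50 nM quenched THF abasic-site duplex. Cleavage dequenches TAMRA, followed at 525/598 nm over three reads one minute apart.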
BLM inh: inhibitors of human Bloom syndrome helicase BLM. recombinant BLM DNA unwinding, fluorescence dequenching. Potency, µM (series often up to 56.1 µM), without a hit: at the highest dose activity change, negative = inhibition, hits mostly inhibitors. hit rate 0.2% among 350,000;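 further: potency means the concentration at half of the fitted maximal effect; plate controls were vehicle for no effect and no enzyme for full effect; nearly all actives have a fitted effect of over 35% in size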
POLK inh: DNA polymerase kappa (human) inhibition; Q9UBT6; purified Pol kappa, fluorescent DNA synthesis assay, 10 min; Potency, µM (doses to about 107 µM), without a hit: at the highest dose activity, negative = inhibition, most hits filed as inhibitors; hit rate 0.53% among 400,000; AID 588579; further: potency means the concentration at half of the fitted maximal effect; on the % scale 0 is the no-effect control and ±100 the full control effect
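First, compounds were pin-transferred onto 10 nM Pol kappa. After 15 min at room temperature, substrate was added to 50 nM final. Fluorescence was then measured kinetically at 0 and 10 min.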
Pol beta inh: blocks human DNA polymerase beta activity | P06746 | Pol beta primer extension/strand displacement, fluorescence kinetic | Potency, µM (highest dose often 114 µM), without a hit: at the highest dose activity change, negative = inhibition, most hits filed as inhibitors | hit rate 1.3% among 340,000 | AID 485314; further: potency means the concentration at half of the fitted maximal effect; on the % scale 0 is the no-effect control and ±100 the full control effect
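Human Pol beta at 10 nM; strand-displacement substrate 50 nM final. Compound exposure 15 min at room temperature before start, reaction 10 min at room temperature.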
RXFP1 antag: RXFP1 (human) relaxin receptor antagonism | hit rate 0.59% among 350,000 | HEK293-RXFP1, relaxin-stimulated cAMP HTRF, 30 min; active compounds read low | activity change, negative = inhibition, % at 57.5 µM | AID 1259400;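 active means activity change of -60% or lower, but not beyond a set lower limit; inconclusive means change between -60% and -40%, or beyond the set limit; inactive means change above -40%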; further: on the % scale 0 is the no-effect control and ±100 the full control effect
Tb PGK inh: inhibitors of T. brucei phosphoglycerate kinase. P07378. PGK/GAPDH coupled, Kinase-Glo luminescence, 60 min. Potency, µM (doses to about 57.5 µM), without a hit: at the top dose activity change, negative = inhibition, hits mostly inhibitors. hit rate 0.043% among 380,000; further: potency means the concentration at half of the fitted maximal effect; on the % scale 0 is the no-effect control and ±100 the full control effect; nearly all actives have a fitted effect of over 60% in size
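Luminescent ATP detection (Kinase-Glo Plus) follows a 60-minute room-temperature incubation, with wells lacking PGK as controls. Buffer: 100 mM TEA (pH 7.6), 5 mM MgCl2, 0.01% Tween-20. Coupling enzyme GAPDH (100 nM final) supplies unstable 1,3-BPG in-well.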
* marks the source's active call; other numbers are inactive results; i = inactive; ? = inconclusive; . = no result given; [ ] = remark or other dose. Unless noted, the call rests on the fitted dose curve; in most records, active means well fitted curve in the direction sought with a large enough effect; inconclusive means small, poorly fitted or top-dose-only effect, or another doubt; inactive means no such curve, though single readings can be large; an effect the other way counts as inactive or inconclusive. A portion of the library; the hit share may differ from the screen's.

SMILES | Apoferritin bind | POLH inh | Pol iota inh | APE1 inh | BLM inh | POLK inh | Pol beta inh | RXFP1 antag | Tb PGK inh
Cc1cc2nc(-c3ccc(SCC(=O)Nc4ccc(S(=O)(=O)NC5CC5)cc4)nc3)[nH]c2cc1C | -13% | ? | ? | 0% | -9% | -6% | ? | -15 | -4%
CC(C)Oc1ccc2ccccc2c1C=O | ? | -7% | 38%[activator] | -6% | -3% | -14% | -4% | 1 | -6%
CN1CCN(c2ccc(S(=O)(=O)N3CCCCC3)cc2[N+](=O)[O-])CC1 | -12% | -7% | 133%[activator] | 24% | -2% | -15% | 48% | -14 | 5%
O=C(N/N=C/c1ccc2c(c1)OCO2)c1ccccn1 | -8% | 2% | 3% | 1% | 2% | -10%[60.1 µM] | 46% | 3 | ?
Cc1cccc(Cn2cc(S(=O)(=O)c3ccc(Cl)cc3)c(=O)c3cc4c(cc32)OCO4)c1 | -4% | -6% | 34%[activator] | . | -9% | -1% | 32%[activator] | -10 | -1%
COc1cc(C(=O)Nc2ccc(N(C)C)cc2)c([N+](=O)[O-])cc1OC | -11% | -13% | 93%[activator] | -3% | -10% | -3% | -20% | -26 | i
CNC(=O)c1ccccc1F | -8% | 0% | 7% | 12% | -14% | -11% | 1% | 14 | -10%
COc1ccccc1CNC(=O)CN1C(=O)NC(C)(c2ccc(C(C)(C)C)cc2)C1=O (stereo not drawn) | -23% | -11% | 43%[activator] | -5% | -5% | -10% | 3% | -14 | -6%
CNC(=O)C1=NCCCc2cc(OC)c(OC)cc21 | -1% | -10% | 8%[58.9 µM] | -2% | -1% | -6% | -5% | -2 | 2%
O=C(N/N=C/c1cc(Br)c(O)c(Br)c1)c1cccnc1 | 0% | -11% | 45%[activator] | 7% | -4% | -11% | 7% | -14 | -5%
CC1CCCC(NC(=O)C2CCN(S(=O)(=O)c3cccc4nonc34)CC2)C1C (stereo not drawn) | -7% | 10% | 38%[activator] | 18% | -3% | -6% | 4% | 3 | 5%
O=C(NCC1CCCO1)c1nn2c(c1Cl)NC(c1ccc(F)cc1)CC2C(F)(F)F (stereo not drawn) | -23% | 0% | -3% | 0% | -2% | 2% | 27% | 4 | 10%
NC(=O)C1CCN(C(=O)Cc2ccsc2)CC1 | ? | -5% | 31%[activator] | 18% | -1% | -9% | 11% | 3 | 0%
Cc1ccc(Cl)cc1N1CCN(C(=O)CCCCCn2c(=O)[nH]c3ccccc3c2=O)CC1 | -9% | 0% | -1% | . | -4% | -8%[60.1 µM] | 0% | -4 | i
O=C(NCCCN1CCCC1=O)c1ccc(S(=O)(=O)Nc2ccccc2)cc1 | . | -10% | 6% | -10% | . | 5% | . | -11 | 12%
COCCCNC(=O)CN(c1ccc(F)cc1)S(=O)(=O)c1ccc2c(c1)OCCO2 | -4% | -12% | 61%[activator] | -7% | 0% | -7% | 2% | 13 | -10%
COc1ccc(C(=O)Nc2ccc3c(c2)C(=O)NC3=O)cc1 | -9% | -3% | -13% | -9% | -6% | -8% | 10% | . | 0%
C=CCN(CC=C)S(=O)(=O)c1ccc(C(=O)Nc2sc3c(c2C(N)=O)CCCCC3)cc1 | -1% | 7% | 18% | 3% | 3% | -1% | 20% | -18 | 8%
Cc1cc(NC(=O)CSCC(=O)Nc2nc3ccccc3s2)no1 | . | 0% | 27% | -15% | . | -13% | . | -3 | -8%
COC(=O)c1ccc(NC(=O)c2cccc(OC)c2)cc1 | ? | -5% | -1% | -6% | -2% | -10% | 15% | -11 | -22%
COc1ccc(NC(=O)CN(C)C2=NS(=O)(=O)c3ccccc32)cc1Cl | . | -16% | 32%[activator] | 30% | . | -2% | . | -3 | i
O=C(NNS(=O)(=O)c1ccc(F)cc1)c1ccc([N+](=O)[O-])cc1 | 5% | -4% | 140%[activator] | -3% | -2% | -4% | 27% | 2 | -8%
COc1ccc2c(c1)C(c1ccc3c(c1)OCO3)CC(=O)O2 (stereo not drawn) | -14%[110 µM] | . | . | 14% | -10%[75.6 µM] | -10% | . | . | .
CCOC(=O)c1ccccc1NC(=O)CN(c1cccc(OC)c1)S(C)(=O)=O | 2% | -17% | 28% | 7% | -19% | -15% | 3% | -6 | -7%
COc1ccc(OCC(=O)N2CCN(C(=O)c3ccccc3)CC2)cc1 | -5% | -1% | 2% | -1% | -2% | -13% | 1% | 0 | 0%
COc1cc(OC)cc(N2C(=O)CSC23C(=O)Nc2ccccc23)c1 (stereo not drawn) | -7% | -15% | 7% | . | -1% | 3% | 22% | . | -5%
COc1ccc(Br)cc1S(=O)(=O)Nc1ncccc1C | -4% | -8% | 25% | 22% | -10% | 9% | 24% | 4 | -3%
O=C(CN1CCCN(Cc2ccccc2Cl)S1(=O)=O)NCc1ccccc1 | 0% | -7% | -6% | . | -2% | -2% | 2% | -13 | 1%
CC(NCCC1(C(C)C)CCOC(C)(C)C1)c1cccs1 (stereo not drawn) | -7% | -14% | 25% | 0% | -5% | 6% | 1% | 1 | -5%
COc1cccc2c1OCC(CN1CCN(CCC(C)C)C(CCO)C1)=C2 (stereo not drawn) | -7% | -13% | 73%[activator] | -2% | -9% | -3% | -7% | -19 | -4%
COc1ccc(/C=C/C(=O)OCC(=O)c2ccc(S(=O)(=O)N3CCCCC3)cc2)cc1OC | . | -7% | 44%[activator] | -17% | . | 1% | . | -14 | -2%
COc1ccc2oc(C(=O)N3CCN(C(c4ccccc4)c4ccccc4)CC3)c(C)c2c1 | . | -10% | 1% | -14% | . | -16% | . | ? | 8%
CC1(C)C(=O)N(c2ccccc2Cl)C(=O)c2ccccc21 | ? | -14% | 4% | 6% | -3% | 0% | 10% | -9 | i
Nc1ccccc1-c1nnn(CC(=O)N2CCCc3ccccc32)n1 | -5% | -3% | 28% | 0% | -3% | 1% | 23% | -17 | i
O=C1CN(C(=O)COC(=O)c2cccc(OCc3ccccc3)c2)c2ccccc2N1 | -4% | -18% | 151%[activator] | 4% | -1% | -9% | 13% | -10 | -9%
COC(=O)c1cn[nH]c1N | 0% | -20% | 23% | 3% | -4% | -4% | -9% | -1 | -2%
O=C(Nc1cccc(S(=O)(=O)N2CCCCC2)c1)c1c2c(nc3ccccc13)CCN(Cc1ccccc1)C2 | 5% | -13% | 2% | ? | -8% | -18% | 8% | 19 | 1%
Cc1nc2cc(C(=O)N3CCc4ccccc43)ccc2n1-c1ccc(F)c(F)c1 | -13% | -11% | 10% | -9% | -4% | -4% | 21% | 22 | i
COc1ccc(CNC(=O)Cc2cn(C)c3ccccc23)c(OC)c1 | -11% | -21% | 157%[activator] | 2% | -2% | -3% | 28% | -5 | 1%
O=[N+]([O-])c1cnn(-c2nc(-c3ccco3)cc(C(F)(F)F)n2)c1 | -8% | -22% | 22% | -6% | -5% | 7% | 2% | -2 | 2%

Part of the list above, in markdown:
| SMILES | Apoferritin bind | POLH inh | Pol iota inh | APE1 inh | BLM inh | POLK inh | Pol beta inh | RXFP1 antag | Tb PGK inh |
| --- | --- | --- | --- | --- | --- | --- | --- | --- | --- |
| COc1ccc(/C=C/C(=O)OCC(=O)c2ccc(S(=O)(=O)N3CCCCC3)cc2)cc1OC | . | -7% | 44%[activator] | -17% | . | 1% | . | -14 | -2% |
| COc1ccc(CNC(=O)Cc2cn(C)c3ccccc23)c(OC)c1 | -11% | -21% | 157%[activator] | 2% | -2% | -3% | 28% | -5 | 1% |
| O=[N+]([O-])c1cnn(-c2nc(-c3ccco3)cc(C(F)(F)F)n2)c1 | -8% | -22% | 22% | -6% | -5% | 7% | 2% | -2 | 2% |

Continuation.
SMILES | Apoferritin bind | POLH inh | Pol iota inh | APE1 inh | BLM inh | POLK inh | Pol beta inh | RXFP1 antag | Tb PGK inh
O=C(Nc1ccc(F)c(F)c1)C1CCN(S(=O)(=O)c2cccs2)CC1 | . | -7% | 4% | -14% | . | -23% | . | 5 | 0%
CC1CCCN(C(=O)CSc2n[nH]c(-c3cccs3)n2)C1 (stereo not drawn) | . | -11% | 25% | -16% | . | -10% | . | -6 | -2%
COc1cccc(N2CCN(C(=O)C3Cc4ccccc4N3C(C)=O)CC2)c1 (stereo not drawn) | 12% | -22% | 36%[activator] | . | 1% | -3%[60.1 µM] | -2% | 1 | -5%
CC(C)(C)OC(=O)C[C@@H]1C/C=C\C[C@@H](CC(=O)NCCO)C(=O)NC[C@@H](c2ccccc2)OC1=O | . | 4% | 9% | -19% | . | -7% | . | . | i
O=C(NC1CC(=O)N(c2ccccc2)C1)c1ccc(S(=O)(=O)N2CCCCC2)cc1 (stereo not drawn) | -20% | -6% | 13% | . | 0% | -11%[60.1 µM] | -14% | -7 | 6%
Cc1cc(S(=O)(=O)N2CCCC(C(=O)Nc3ccc(C(=O)O)cc3)C2)ccc1Cl (stereo not drawn) | -8% | -8% | 13% | -5% | 2% | 8% | -29% | 0 | i
O=C1N/C(=N\N=C\c2cccs2)SC1Cc1cccc(Cl)c1 (stereo not drawn) | -15% | -14% | ? | 5% | 2% | -32% | 19% | -11 | -1%
O=C(CNC(=O)c1ccc(Cl)cc1)OCc1cc(=O)n2nc(C3CCCCC3)sc2n1 | -4% | -9% | 27% | . | 0% | -4% | -20% | . | 10%
CCCCN(C(=O)C(C)N1C(=O)c2ccccc2C1=O)c1c(N)n(CCCC)c(=O)[nH]c1=O (stereo not drawn) | . | -3% | -15% | 0% | . | -5% | . | 6 | i
O=C(COC(=O)CCNS(=O)(=O)c1cccc(C(F)(F)F)c1)NC(=O)NC1CCCCC1 | ? | -22% | -12% | ? | -6% | -4% | 15% | -5 | -15%
CC(C)CSC1=NSC2=NC(=O)/C(=C\c3cccs3)C(=N)N12 | 3% | ? | 75%[activator] | 6% | -5% | -25% | 1% | -5 | -4%
Cc1ccc(C(=O)N2CCC3(CC2)Oc2ccc(Cl)cc2C(=O)C32CC(c3ccc(Cl)cc3)=NO2)s1 (stereo not drawn) | -4% | -19% | ? | 0% | -6% | -15% | -1% | . | -1%
